# TcdB GH inh: blocks C. difficile toxin B glycohydrolase activity; P18177; TcdB glycohydrolase enzymatic assay, plate reader; inhibition, % at 9.99 µM; 350,000 compounds, 0.24% hits; in the data active = inhibition above about 10%
# Active calls of the source: *.
SMILES,TcdB GH inh
C[C@@H]1CN([C@@H](C)CO)C(=O)c2cccc(NC(=O)CCCCCC(=O)Nc3ccccc3N)c2O[C@H]1CN(C)C(=O)Nc1ccc(F)cc1,0.2
C[C@H](CO)N1C[C@H](C)[C@H](CN(C)C(=O)Oc2ccc3ccccc3c2)OCc2cnnn2CCCC1=O,1.4
CC(C)NC(=O)Nc1ccc2c(c1)C(=O)N([C@H](C)CO)C[C@@H](C)[C@H](CN(C)C(=O)Cc1ccccc1)OCCCC[C@@H](C)O2,-0.1
C[C@H](CO)N1C[C@H](C)[C@H](CN(C)C(=O)NC2CCCCC2)Oc2ccc(NC(=O)C3CCCCC3)cc2CC1=O,-0.5
COc1ccc(S(=O)(=O)N(C)C[C@@H]2OCCCC[C@@H](C)Oc3ccc(NC(=O)CCCN(C)C)cc3C(=O)N([C@@H](C)CO)C[C@H]2C)cc1,0.2
O=C(NCc1ccc(F)cc1)[C@H]1N[C@H]2c3ccc(-c4ccccc4)c(=O)n3C[C@H]2[C@@H]1CO,-0.2
C[C@H]1CN([C@@H](C)CO)C(=O)c2cccc(NC(=O)C3CCOCC3)c2O[C@@H]1CN(C)CC1CCCCC1,0.8
C[C@@H]1CN([C@H](C)CO)C(=O)c2cc(NC(=O)CCC(F)(F)F)ccc2O[C@@H]1CN(C)S(=O)(=O)c1ccc(Cl)cc1,1.9
C[C@H](CO)N1C[C@H](C)[C@H](CN(C)Cc2ccc(C(F)(F)F)cc2)OCCCC[C@H](C)Oc2ccc(NC(=O)Nc3ccc(F)cc3)cc2C1=O,0.3
CN(C)CC#Cc1ccc([C@@H]2[C@H]3CN(C(=O)Cc4ccccc4)CC(=O)N3[C@H]2CO)cc1,0.3
O=C(Nc1cccc(F)c1)N1CCCCN2[C@@H](CO)[C@@H](c3ccc(C#Cc4cccnc4)cc3)[C@@H]2C1,-10
Cc1cc(C(=O)Nc2cccc3c2O[C@H](CN(C)Cc2ccncc2)[C@H](C)CN([C@@H](C)CO)C3=O)n(C)n1,-8.6
CO[C@@H]1CN(C)C(=O)c2ccc(NC(C)=O)cc2OC[C@H](C)N(C(=O)C2CC2)C[C@H]1C,0.9
CCC(=O)N(C)C[C@@H]1Oc2cc(C#CCN(C)C)ccc2S(=O)(=O)N([C@H](C)CO)C[C@H]1C,-0.1
Cc1noc(C)c1NC(=O)N(C)C[C@@H]1Oc2c(NC(=O)c3nc4ccccc4s3)cccc2C(=O)N([C@@H](C)CO)C[C@H]1C,0.0
C[C@H]1CN([C@@H](C)CO)C(=O)Cc2cc(NC(=O)NC3CCCCC3)ccc2O[C@@H]1CN(C)Cc1ccc(C(=O)Nc2ccccc2N)cc1,1.1
CN(C)Cc1cn(CC[C@H]2CC[C@H](NC(=O)Cc3cccnc3)[C@@H](CO)O2)nn1,-2.2
COc1ccc(S(=O)(=O)N(C)C[C@@H]2OCCCC[C@H](C)Oc3ccc(NC(=O)Cc4ccccc4)cc3C(=O)N([C@@H](C)CO)C[C@@H]2C)cc1,0.5
C[C@H]1CN([C@@H](C)CO)C(=O)Cc2cc(NC(=O)Cc3ccccc3)ccc2O[C@@H]1CN(C)C,0.2
C[C@@H]1CN([C@H](C)CO)C(=O)c2cc(NC(=O)c3ccccc3)ccc2O[C@@H](C)CCCCO[C@H]1CN(C)C(=O)C1CCCCC1,-0.6
COCC(=O)N(C)C[C@H]1Oc2cc(C#CC(C)C)ccc2S(=O)(=O)N([C@H](C)CO)C[C@H]1C,0.0
O=C(N[C@@H]1CC[C@H](CCNC(=O)C2CCC2)O[C@H]1CO)c1ccccn1,0.1
O=S(=O)(c1ccccc1)N1CC2(C1)[C@H](c1ccccc1)[C@@H](CO)N2CC1CCCC1,0.0
C[C@@H]1CN([C@H](C)CO)S(=O)(=O)c2ccc(-c3cncnc3)cc2O[C@@H]1CN(C)Cc1cccnc1,-0.1
O=C(NCC1CCCCC1)[C@@H]1N[C@@H]2c3ccc(C4=CCCC4)c(=O)n3C[C@@H]2[C@H]1CO,0.7
CO[C@@H]1CN(C)C(=O)c2cc(NC(=O)C3CCCC3)ccc2OC[C@H](C)N(C(=O)CC2CC2)C[C@H]1C,-1.3
C[C@H](CO)N1C[C@H](C)[C@H](CN(C)S(=O)(=O)c2cn(C)cn2)OCCCC[C@H](C)Oc2ccc(NC(=O)CCC(F)(F)F)cc2C1=O,0.5
CCCNC(=O)N1[C@@H]2c3cccc(=O)n3C[C@H]1[C@H](CO)[C@H]2C(=O)N1CCC(Cc2ccccc2)CC1,1.5
C[C@H](CO)N1C[C@H](C)[C@@H](CN(C)Cc2ccc(C(=O)Nc3ccccc3N)cc2)Oc2ccc(NC(=O)CCC(F)(F)F)cc2CC1=O,-0.9
C[C@@H]1CN([C@H](C)CO)C(=O)c2cc(NC(=O)CCN3CCOCC3)ccc2O[C@H]1CN(C)S(C)(=O)=O,0.3
CN1C[C@@H]2[C@H](c3ccccc31)[C@H](CO)N2C(=O)C1CC1,-0.3
C(=C\c1ccc(C2[C@H]3CNC[C@@H]2N3Cc2ccc3c(c2)OCO3)cc1)/c1ccccc1 (stereo partly specified),-0.1
COc1ccccc1-c1ccc([C@@H]2[C@H](CO)N3CCCCN(C(=O)c4cccnc4)C[C@@H]23)cc1,0.6
CNC[C@@H]1Oc2cc(C#CC3(O)CCCC3)ccc2S(=O)(=O)N([C@H](C)CO)C[C@H]1C,-0.2
CN1C(=O)c2cc(NC(=O)c3cccc(C(F)(F)F)c3)ccc2OC[C@H]2O[C@H](CC(=O)O)CC[C@@H]21,-1.8
C=CC[C@]1(C(=O)NCc2ccccc2)COC(c2ccc(OCCCO)cc2)=N1,-0.2
C[C@@H]1CCCCO[C@@H](CN(C)Cc2ccc3c(c2)OCO3)[C@@H](C)CN([C@@H](C)CO)C(=O)c2cc(NC(=O)Nc3ccccc3)ccc2O1,-1.2
C[C@@H]1CN([C@@H](C)CO)C(=O)c2cc(NS(=O)(=O)c3ccc(F)cc3)ccc2O[C@@H](C)CCCCO[C@H]1CN(C)Cc1ccc2c(c1)OCO2,0.7
CCCN(C)C[C@@H]1Oc2ncc(-c3cccc(F)c3)cc2C(=O)N([C@H](C)CO)C[C@@H]1C,-0.1
O=C(N[C@H]1CC[C@H](CCNC(=O)C2CCOCC2)O[C@H]1CO)c1ccncc1,-0.2
Cc1noc(C)c1S(=O)(=O)Nc1cccc2c1O[C@@H](CN(C)C(=O)Nc1ccccc1)[C@@H](C)CN([C@H](C)CO)C2=O,-1.0
C[C@H](NC(=O)C[C@H]1CC[C@@H](NC(=O)CN2CCOCC2)[C@H](CO)O1)c1ccccc1,-0.3
CN(C)c1ccc2c(c1)[C@@H]1C[C@@H](CC(=O)NCc3cc(F)ccc3F)O[C@H](CO)[C@@H]1O2,-68
N#C[C@@H]1[C@@H](c2ccc(-c3cccc(F)c3)cc2)[C@H](CO)N1C(=O)CN1CCOCC1,1.1
C[C@H]1CN([C@@H](C)CO)C(=O)c2cc(NC(=O)C3CCCCC3)ccc2O[C@@H]1CN(C)C,0.8
COc1ccccc1-c1ccc([C@@H]2[C@@H](C#N)N(C(=O)C3CCCC3)[C@@H]2CO)cc1,0.0
O=C(C[C@H]1CC[C@@H](NC(=O)c2cccc(F)c2)[C@H](CO)O1)NCc1ccccc1,0.7
CC1=C2C[C@H]3[C@@H](CC=C4C[C@@H](O)CC[C@@]43C)[C@@H]2CC[C@]12O[C@@H]1C[C@H](C)CN[C@@H]1C2C (stereo partly specified),-0.9
COc1ccc(NC(=O)Nc2ccc3c(c2)C(=O)N([C@H](C)CO)C[C@H](C)[C@@H](CN(C)C(=O)Nc2cccc4ccccc24)OCCCC[C@H](C)O3)cc1,1.4
CC(=O)N(C)C[C@@H]1Oc2ncc(-c3cccnc3)cc2C(=O)N([C@H](C)CO)C[C@@H]1C,1.1

# Of the compounds above, these contain a cyano group.
SMILES,TcdB GH inh
N#C[C@@H]1[C@@H](c2ccc(-c3cccc(F)c3)cc2)[C@H](CO)N1C(=O)CN1CCOCC1,1.1
COc1ccccc1-c1ccc([C@@H]2[C@@H](C#N)N(C(=O)C3CCCC3)[C@@H]2CO)cc1,0.0

# Carrying on.
SMILES,TcdB GH inh
CC(C)NC(=O)N[C@H]1C=C[C@@H](CC(=O)O)O[C@@H]1CO,0.5
CCCC#Cc1cnc2c(c1)C(=O)N([C@H](C)CO)C[C@@H](C)[C@@H](CN(C)C(=O)Cc1ccncc1)O2,0.8
COc1ccc(NC(=O)Nc2ccc3c(c2)C(=O)N([C@@H](C)CO)C[C@@H](C)[C@@H](CN(C)S(=O)(=O)c2ccccc2)OCCCC[C@H](C)O3)cc1,-0.8
CCCC(=O)Nc1ccc2c(c1)C(=O)N(C)[C@H]1CC[C@H](CC(=O)NCc3ccccc3)O[C@@H]1CO2,0.9
C[C@@H]1CN([C@H](C)CO)C(=O)c2cccc(NC(=O)Nc3ccc(F)cc3)c2O[C@H]1CN(C)S(=O)(=O)c1ccc(Cl)cc1,0.0
COc1ccccc1CNC(=O)C[C@H]1C[C@H]2c3cc(NC(=O)CN(C)C)ccc3O[C@H]2[C@H](CO)O1,-0.9
C[C@@H]1CN([C@H](C)CO)C(=O)Cc2cc(NS(=O)(=O)c3ccc(Cl)cc3)ccc2O[C@H]1CN(C)Cc1ccc(C(=O)O)cc1,-1.5
CN(C)C(=O)[C@@H]1[C@@H](CO)[C@@H]2Cn3c(cccc3=O)[C@@H]2N1C(=O)C1CCCCC1,0.7
C[C@H](CO)N1C[C@H](C)[C@H](CN(C)C(=O)c2cnccn2)Oc2ncc(-c3ccccc3F)cc2C1=O,-0.3
Cc1cccc(S(=O)(=O)N2CCCCN3[C@H](C2)[C@H](c2ccc(C#CC(C)C)cc2)[C@@H]3CO)c1,-8.3
CCCNC(=O)C[C@@H]1CC[C@@H]2[C@H](COc3ccc(NC(=O)Nc4cccc(C)c4)cc3C(=O)N2C)O1,1.8
CC(C)[C@H]1C=C(C(=O)NCc2ccccc2)O[C@@H](OCc2ccc(CO)cc2)C1,0.0
COc1ccc(S(=O)(=O)Nc2cccc3c2O[C@@H](CN(C)Cc2ccc4c(c2)OCO4)[C@H](C)CN([C@@H](C)CO)C3=O)cc1,0.6
O=C(Nc1ccccc1)N1CC(=O)N2[C@H](C1)[C@@H](c1ccc(C#CC3CCCCC3)cc1)[C@@H]2CO,-0.3
C[C@H](CO)N1C[C@H](C)[C@@H](CN(C)Cc2ccc(Cl)c(Cl)c2)OCCCC[C@H](C)Oc2ccc(NC(=O)Nc3ccc(C(F)(F)F)cc3)cc2C1=O,-0.4
COc1ccccc1S(=O)(=O)N1CC[C@@H]2[C@H]1c1cc(-c3ccc(F)cc3)ccc1N(C)[C@H]2CO,0.0
C[C@H]1CN([C@@H](C)CO)C(=O)c2cc(-c3cncnc3)cnc2O[C@H]1CN(C)C(=O)Nc1ccc2c(c1)OCO2,0.5
C[C@@H]1CN([C@@H](C)CO)C(=O)Cc2cc(NS(=O)(=O)c3ccc(F)cc3)ccc2O[C@H]1CN(C)Cc1ccc2c(c1)OCO2,0.7
C[C@H](CO)N1C[C@H](C)[C@H](CN(C)S(=O)(=O)c2cccc(F)c2)Oc2ncc(C#CC3CC3)cc2C1=O,0.5
N#C[C@@H]1[C@H](c2ccccc2-c2ccccc2F)[C@@H](CO)N1C(=O)C1CC1,-0.8

# Part of the list above, reformatted.
> C[C@H]1CN([C@@H](C)CO)C(=O)c2cc(-c3cncnc3)cnc2O[C@H]1CN(C)C(=O)Nc1ccc2c(c1)OCO2
- TcdB GH inh: 0.5

> CC(C)[C@H]1C=C(C(=O)NCc2ccccc2)O[C@@H](OCc2ccc(CO)cc2)C1
- TcdB GH inh: 0.0

> N#C[C@@H]1[C@H](c2ccccc2-c2ccccc2F)[C@@H](CO)N1C(=O)C1CC1
- TcdB GH inh: -0.8

# New compounds follow
SMILES,TcdB GH inh
CCCNC(=O)[C@@H]1[C@@H](CO)[C@@H]2Cn3c(ccc(C4=CCCC4)c3=O)[C@@H]2N1CCC,-1.1
CCCC#Cc1ccc([C@H]2[C@@H](CO)N(C(C)=O)[C@H]2CN(C)C(=O)C2CC2)cc1,-0.2
O=C(C[C@H]1CC[C@@H]2[C@H](COC[C@H](O)CN2CC2CCOCC2)O1)NCC1CC1,-1.8
COc1ccccc1NC(=O)N[C@H]1CC[C@H](CC(=O)N[C@@H](C)c2ccccc2)O[C@H]1CO,-0.2
CCC(=O)Nc1ccc2c(c1)OC[C@@H](C)N(C(=O)c1cnccn1)C[C@@H](C)[C@@H](OC)CN(C)C2=O,-1.2
C[C@@H]1CCCCO[C@@H](CN(C)C)[C@@H](C)CN([C@H](C)CO)C(=O)c2cc(NS(=O)(=O)c3ccc(F)cc3)ccc2O1,-2.4
C[C@@H]1CN([C@@H](C)CO)C(=O)c2cc(C#C[C@@H](C)O)cnc2O[C@@H]1CN(C)C(=O)Cc1ccccn1,0.1
C[C@H](CO)N1C[C@H](C)[C@@H](CN(C)Cc2ccc(-c3ccccc3)cc2)Oc2ccc(NC(=O)CCCN(C)C)cc2C1=O,0.1
O=C(CCN1CCCCC1)NCC[C@H]1CC[C@@H](NC(=O)C2CC2)[C@H](CO)O1,-1.0
COCC#Cc1ccc2c(c1)O[C@@H](CN(C)C(=O)C1CCOCC1)[C@H](C)CN([C@@H](C)CO)S2(=O)=O,0.6
COc1ccc(CN(C)C[C@H]2OCCCC[C@@H](C)Oc3ccc(NC(=O)Nc4ccc(C(F)(F)F)cc4)cc3C(=O)N([C@H](C)CO)C[C@H]2C)cc1,0.2

# Only part of the results is shown; rates above refer to the full screens.
